Screens: PubChem, several laboratories
Arr AP2 block: inhibitors of beta-arrestin/AP2 binding, primary screen, biochemical, GPCR trafficking, flow cytometry; beta-arrestin 1 C-terminal peptide binding to AP2 beta2-adaptin appendage (human); FITC-arrestin peptide / GST-AP2 beads; AP2 beta2 appendage carries R879A mutation; inhibition, % at 10 µM; 340,000 tested, 0.31% active;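 active means inhibition above a set limit, near 3 SD of compounds lacking own fluorescence, cut at about 54% in these data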;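 further: plate controls were DMSO wells for no effect and 5 µM unlabelled arrestin peptide for full effect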
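System: GST-AP2 R879A glutathione beads | Also added: FITC-arrestin peptide, 50 nM | Times: 12 min plus 1 h, RT | Signal: Bead flow cytometry, FITC channel | Buffer or medium: PBS with 0.05% Tween 20 and 0.1% BSA | Read-out basis: Percent drop in bead-associated FITC signal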
Pemphigus Ab inh: inhibitors of pemphigus antibody binding to DSG3, primary screen, biochemical, bead-based, flow cytometry, scFv-GFP; Desmoglein-3 (Homo sapiens), P32926; 310,000 tested, 0.48% active; DSG3-coupled beads, scFv-anti-DSG3-GFP binding; active compounds read low; AID 588358, 2011; binding (percent of control), % at 10 µM;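 active means binding more than 3 SD below its plate's average and above zero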;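 further: hits lower antibody fragment binding to DSG3; some compounds called inactive have numbers as strong as hits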
Target sequence (P32926 whole entry, looked up, the tested form may be a part): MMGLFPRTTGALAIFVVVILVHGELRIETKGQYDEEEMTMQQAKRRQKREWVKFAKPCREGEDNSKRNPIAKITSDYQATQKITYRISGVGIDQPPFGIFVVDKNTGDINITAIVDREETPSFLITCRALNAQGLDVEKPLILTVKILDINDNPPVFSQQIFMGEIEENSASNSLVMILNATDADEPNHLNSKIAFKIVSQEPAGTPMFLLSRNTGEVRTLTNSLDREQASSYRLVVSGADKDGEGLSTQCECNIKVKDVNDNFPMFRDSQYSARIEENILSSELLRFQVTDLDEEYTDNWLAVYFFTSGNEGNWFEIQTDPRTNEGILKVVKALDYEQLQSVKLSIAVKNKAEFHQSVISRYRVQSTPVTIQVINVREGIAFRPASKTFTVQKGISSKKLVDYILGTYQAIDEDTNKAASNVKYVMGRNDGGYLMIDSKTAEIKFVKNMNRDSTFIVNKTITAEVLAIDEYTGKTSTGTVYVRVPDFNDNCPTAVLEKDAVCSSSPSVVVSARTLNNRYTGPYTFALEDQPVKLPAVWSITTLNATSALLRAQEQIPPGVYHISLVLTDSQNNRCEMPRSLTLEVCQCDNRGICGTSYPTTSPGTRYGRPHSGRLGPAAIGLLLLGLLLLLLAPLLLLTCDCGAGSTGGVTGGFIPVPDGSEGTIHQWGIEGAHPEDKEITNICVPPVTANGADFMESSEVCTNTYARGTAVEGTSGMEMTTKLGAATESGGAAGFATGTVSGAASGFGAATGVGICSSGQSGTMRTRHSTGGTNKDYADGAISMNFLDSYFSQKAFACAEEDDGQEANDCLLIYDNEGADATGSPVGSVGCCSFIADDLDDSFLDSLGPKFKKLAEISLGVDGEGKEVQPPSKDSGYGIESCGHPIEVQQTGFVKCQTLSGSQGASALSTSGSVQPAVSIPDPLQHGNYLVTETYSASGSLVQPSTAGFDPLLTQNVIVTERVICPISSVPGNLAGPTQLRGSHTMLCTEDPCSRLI
LANA DNA inh: inhibitors of KSHV C-LANA binding to DNA, primary screen, biochemical, fluorescence polarization, FAM-LBS DNA, MBP-C-LANA, single point. Kaposi's sarcoma herpesvirus LANA C-terminal domain (residues 932-1162) DNA binding. inhibition, % at 9 µM. 340,000 tested, 0.078% active;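 active means highest replicate inhibition at or above 60% at 9 µM, even if other replicates fall short; inactive means all replicates below 60% inhibition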;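 further: 0% = neutral control wells and 100% = 4 µM acridine orange control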
OPRM1-OPRD1 ag: agonists of OPRM1-OPRD1 heterodimerization, primary screen, cell-based, luminescence | cells | 340,000 tested, 0.3% active | activation, % at 9.3 µM | Mu-type opioid receptor (Homo sapiens) + Delta-type opioid receptor (Homo sapiens), … | AID 504326, 2011; in the data active means activation above about 18%;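 further: 0% = vehicle-treated cells and 100% = reference agonist; values of inactives mirror those of a sister screen read the other way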
Keap1 Nrf2 FP: Keap1-Nrf2 protein-protein interaction inhibitors, primary screen, biochemical, fluorescence polarization, single point | Keap1 Kelch-Nrf2 peptide fluorescence polarization, 1536-well | inhibition, % at 9.4 µM | 340,000 tested, 0.15% active | AID 504523, 2011; in the data active means inhibition above about 12%;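 further: human Keap1 Kelch domain with fluorescein labeled Nrf2 9mer peptide probe; 0% = neutral control wells and 100% = peptide positive control; higher means more block of Keap1 binding to Nrf2 peptide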
OPRM1-OPRD1 inv: inverse agonists of MOR-DOR heterodimerization, primary screen, cell-based, luminescence; Mu-type opioid receptor (Homo sapiens) + Delta-type opioid receptor (Homo sapiens), …; cell-based MOR-DOR heterodimer luminescence, inverse agonism; inhibition, % at 9.3 µM; 340,000 tested, 0.21% active; in the data active means inhibition above about 22%, passing the limit was not always enough;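 further: 0% = cells with DMSO and 100% = wells without cells with DMSO; values of inactives mirror those of a sister screen read the other way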
cardiac RTF act: cardiac RTF calcium sensitivity activators, primary screen, biochemical, IANBD-TnC fluorescence, EC20 calcium | Troponin I, cardiac muscle (Homo sapiens) + Troponin T, cardiac muscle (Homo sapiens) + … | IANBD-labeled TnC RTF fluorescence at EC20 calcium; 0% EC20 calcium, 100% full calcium | activation, % at 7.2 µM | 340,000 tested, 0.24% active | AID 493008, 2010;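 active means activation above the mean over all tested compounds plus 3 SD, cut at about 30% in these data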;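 further: rise in fluorescence read as greater calcium sensitivity of cardiac thin filaments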
Cardiac RTF inh: cardiac RTF calcium sensitivity inhibitors, primary screen, biochemical, IANBD-TnC fluorescence, EC70 calcium | Troponin I, cardiac muscle (Homo sapiens) + Troponin T, cardiac muscle (Homo sapiens) + … | 340,000 tested, 0.12% active | IANBD-labeled cardiac RTF, Ca2+ fluorescence | inhibition, % at 7.15 µM | AID 493244, 2011;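 active means inhibition above the mean inhibition of all tested compounds plus 3 SD, cut at about 17% in these data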;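 further: assay run at fixed EC70 calcium of 1.6 mM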
Wnt act: Wnt/beta-catenin pathway activators, primary screen, cell-based, plate reader, single point; Wnt/beta-catenin reporter cell assay, activator; activation, % at 9.35 µM; 300,000 tested, 1.2% active; AID 743398, 2014; in the data active means activation above about 30%, passing the limit was not always enough;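 further: 0% = neutral control wells and 100% = positive control wells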
V-ATPase pH: regulators of yeast V-ATPase proton pumping, primary screen, pHLuorin cytosolic pH fluorescence. S. cerevisiae. response, % at 10 µM. 350,000 tested, 0.37% active. AID 504577, 2011; in the data active means response mostly above about 7.3%, no sharp cut-off; inactive means mostly below about 5.4%; further: actives read high; inactives centre near 0; some compounds called inactive have numbers as strong as hits; reference of the scale not given here
Starred values were filed as active, the others as inactive; / = no result given.

Arr AP2 block	Pemphigus Ab inh	LANA DNA inh	OPRM1-OPRD1 ag	Keap1 Nrf2 FP	OPRM1-OPRD1 inv	cardiac RTF act	Cardiac RTF inh	Wnt act	V-ATPase pH	compound
18	/	-2.3	-3.4	2	14	-3	-1	-2	-4	CC(C)(C)C1=C[C@@H](CO)C[C@@H](CO)C1
-11	106	-0.6	-2.1	-1	10	0	-1	2	-3	Cc1nc2scc(C)n2c(=O)c1S(=O)(=O)N1CCN(c2ccc(F)cc2)CC1
-5	96	3.1	-1.6	-1	8	0	-12	0	1	Cc1ccc(NC(=O)C2(c3ccccc3)CCOCC2)c([N+](=O)[O-])c1
-3	102	-1.6	-3.5	-4	18	-5	4	/	-4	Cn1c(=O)n(C)c2cc(/C=N/NC(=S)NCc3ccccc3)ccc21
6	/	5.7	1.0	1	-5	-4	-6	-3	4	O=C(/C=C/c1ccco1)c1cccc([N+](=O)[O-])c1
-8	/	0.0	-1.9	-1	10	6	-10	0	0	COc1ccc(NC(=O)CSc2nc3ccccc3c3nc4ccccc4n23)cc1
27	94	-1.1	0.2	2	-1	-1	-18	-1	-5	O=C(NC1CCCC1)C(c1ccco1)N(C(=O)c1ccco1)c1ccc(F)cc1 (centres undefined)
0	118	1.8	1.3	0	-10	2	-20	-1	1	Cc1c(C(=O)N/N=C/c2ccccn2)nnn1-c1nonc1N
8	102	-0.1	-1.6	1	9	4	-10	-3	-5	c1ccc(Nc2nc(N3CCNCC3)nc(N3CCOCC3)n2)cc1
10	98	-0.5	-1.1	-2	6	5	-3	-2	4	CNC(=O)c1ccc(NC(=O)c2cccc(C(F)(F)F)c2)cc1
-10	105	-0.6	-0.7	-4	4	-2	-4	/	1	S=c1[nH]nc(-c2ccc3ccccc3n2)n1-c1ccccc1Cl
0	112	-0.5	-1.1	1	6	11	-12	0	0	OC[C@H]1NC[C@@H](O)[C@@H]1O
3	99	1.1	3.6	-3	-20	-6	2	6	3	CCc1ccc2oc(-c3ccc(N)cc3)nc2c1
-3	/	-0.4	-1.9	-3	9	4	2	4	1	CCOc1c(Nc2cccc(Cl)c2)c(=O)c1=O
-9	102	-0.7	-2.7	4	13	4	-5	0	2	COc1ccccc1N1C(=O)c2ccc(C(=O)Nc3cccc(C(C)=O)c3)cc2C1=O
-8	98	-1.2	-3.2	5	17	0	-2	-3	3	CCOC(=O)c1cnc2c(Cl)cccc2c1NCCN1CCOCC1
11	105	0.5	0.1	-1	-1	-2	-2	1	-4	CO[C@H]1/C=C/O[C@@]2(C)Oc3c(C)c(O)c4c(O)c(c5c(c4c3C2=O)NC2(CCN(CC(C)C)CC2)N=5)=NC(=O)/C(C)=C\C=C\[C@H](C)[C@H](O)[C@@H](C)[C@@H](O)[C@@H](C)[C@H](OC(C)=O)[C@@H]1C
0	89	4.2	7.7	-2	-56	9	-3	1	3	Cc1ccccc1C(=O)Nc1ccc2c(C#N)c3nc4ccccc4nc3n2c1
-2	105	-1.9	-2.4	-5	13	-2	2	/	-1	CC1(C)CC(NC(=O)c2ccc3c(c2)OCO3)CC(C)(C)N1
2	105	0.4	2.8	2	-14	1	-8	0	0	CCn1ccnc1CN(C)Cc1cn(-c2ccccc2)nc1-c1ccc(OC)cc1F
7	/	-0.3	-3.4	0	14	-1	-2	-2	-2	Cc1cc(C)n(CCn2nc(C)cc2C)n1
-1	105	-1.5	-1.1	-4	6	-4	7	-1	0	C=C(C)Cn1c(-c2ccccc2)nc2ccccc21
5	113	-0.3	-5.2	-1	27	-5	1	-1	-2	O=C(NCc1ccccc1Cl)C(=O)NCC1CCCN1S(=O)(=O)c1cccs1 (centres undefined)
10	103	-2.8	2.7	5	-16	-3	-9	/	4	O=C(Nc1nc(-c2ccc(Cl)cc2)cs1)NC1CCCCC1
20	97	-0.7	-0.4	2	2	-4	-12	21	-4	O=C(COc1ccccc1Cl)N1CCc2ccccc21
10	100	-0.2	-2.2	-4	10	2	-4	11	2	COc1ccc(C(C#N)N2CCC(c3ccccc3)=N2)cc1 (centres undefined)
27	/	-0.1	-1.3	-2	8	9	-2	1	-1	O=[N+]([O-])c1cn(-c2nc(-c3ccco3)cc(C(F)(F)F)n2)cn1
17	/	1.5	-3.8	2	20	0	-5	-1	-1	Cc1cc(=O)nc2c3ccccc3n(CC(=O)NC3CCCCC3)n12
15	174	-2.1	31*	2	-153	-7	0	-9	-4	COc1ccc2nc(C)cc(N/N=C/c3ccc(F)cc3)c2c1
11	/	-1.4	-5.0	0	32*	-4	-10	0	-3	Cc1ccc2[nH]c(O)c(N=Nc3ccccc3C)c2c1
23	109	0.6	-1.7	0	9	1	-7	-2	0	CC(=O)c1cccc(NC(=O)C2CCCN(S(=O)(=O)c3cccc4cccnc34)C2)c1 (centres undefined)
27	106	0.9	-3.3	1	16	1	8	/	-4	Cc1cc(N2CCN(c3ccccc3)CC2)nc(-c2ccccc2)n1
26	/	1.4	-1.8	-1	9	-1	-5	-4	4	COC(=O)C1C2C=CC(C3CC23)C1C(=O)OCC(=O)c1ccccc1 (centres undefined)
5	95	-1.5	-1.2	0	7	5	0	-1	1	O=C(NC1CC1)C1=C[C@H](c2csc3ccccc23)C[C@H](OCc2ccc(CO)cc2)O1
6	110	-0.9	0.6	-1	-4	-3	4	-3	-2	COC(=O)Cc1c(C(=O)OC)nnn1-c1cccc(C(F)(F)F)c1
-14	106	0.8	-1.6	-8	9	-9	5	-5	-1	O=C(Nc1cccc2ccccc12)c1nn(C23CC4CC(CC(C4)C2)C3)cc1[N+](=O)[O-]
-18	97	0.0	-3.2	-9	17	1	-12	-2	1	COCCCNC(=O)c1cc(Sc2nnc(C)s2)nc2ccccc12
22	116	-1.1	-3.4	-1	17	-1	-6	-3	-3	O=C(Cn1nc(-c2ccccc2)oc1=O)OCC(=O)c1ccccc1
9	122	0.2	1.0	2	-8	-7	-5	0	-6	O=C(Cc1ccc([N+](=O)[O-])cc1)OCc1ccc([N+](=O)[O-])cc1
6	99	1.1	-2.7	-4	13	-6	-3	13	-5	Cc1ccc(N=Nc2c(C)[nH]n(C(N)=S)c2=O)cc1C
-3	96	15	0.7	30*	-4	5	-10	1	1	CNC(=O)C1CC(=O)N(c2ccc(OCC(=O)Nc3ccc(F)cc3)cc2)C1 (centres undefined)
8	104	0.8	-1.2	-1	6	-4	-8	/	/	COc1ccc(-n2c(SCC(N)=O)nnc2-c2ccc(NS(=O)(=O)c3ccc(C)cc3)cc2)cc1
31	/	-1.0	-0.2	1	1	1	-8	-1	0	CC(Cc1cnccn1)NC(=O)c1cc(COc2ccc(F)cc2F)on1 (centres undefined)
-1	94	0.7	-0.8	-2	4	0	-11	-1	-4	Cn1c(=O)c2c(nc(NCCO)n2C)n(C)c1=O
-11	96	0.1	-3.0	1	15	0	2	1	0	CCCCOCCCNCc1cccn1CCN1CCOCC1
-8	99	0.5	-1.1	-1	5	3	-5	-1	5	C=CCN1CCN(C(c2cccc(OC)c2OC)c2nnnn2CCC(C)C)CC1 (centres undefined)
-8	/	1.6	-1.2	0	7	2	-11	/	-1	Nc1nnc(-c2ccccc2)s1
29	100	0.8	0.1	-8	0	-2	2	/	0	COc1ccccc1C(=O)Nc1ccc2c(c1)nc(CN1CCN(C(C)=O)CC1)n2C
-10	106	-3.1	-1.8	-6	10	2	1	-2	-5	Cc1ccc(C(=O)C(C)OC(=O)c2cc3cc([N+](=O)[O-])ccc3oc2=O)cc1 (centres undefined)
-10	101	0.3	-4.2	2	19	-1	-1	2	-3	Cc1ccn2cc(C(=O)NCc3ccco3)nc2c1
-6	105	0.5	-2.1	-2	11	5	-1	2	0	CN(Cc1cccnc1)Cc1cn(C)nc1-c1cccc(Cl)c1
7	106	/	/	/	/	/	/	-2	3	CCc1nc2ccccc2nc1N1CCN(S(=O)(=O)c2ccccc2)CC1
-9	95	1.2	0.2	-3	-1	-1	-2	/	0	O=C(CNc1ccccc1OC(F)F)N1CCc2ccccc21
0	98	0.0	-2.8	-2	14	3	4	-1	-3	Cc1ccc(-c2csc(NC(=O)c3cccc([N+](=O)[O-])c3C(=O)O)n2)cc1
-1	95	0.6	-2.3	1	12	1	-4	1	-1	Cc1ccc(S(=O)(=O)N(C)C)cc1NC(=O)COC(=O)Cc1cccs1
-3	93	-3.5	-3.6	-4	16	-1	-7	1	7	C#CCOc1ccc(/C=C2/C(=O)ON=C2C)cc1Br
24	103	-0.1	-0.4	-3	2	-3	-4	-1	-6	COc1ccc(/C=N/NC(=O)c2ccco2)cc1COc1ccc(F)cc1
-5	108	1.1	3.3	2	-24	-3	-3	/	/	COc1cccc(CC2(CO)CCCN(Cc3ccc(C)s3)C2)c1 (centres undefined)
2	/	-0.3	-3.6	0	17	15	-3	41*	0	Cc1ccc(CNc2ccc3c(c2)ncn3C)cc1
5	98	0.9	-1.5	-1	10	-6	2	11	4	CC(C)c1ccc(NC(=O)NCc2ccccn2)cc1

(next part)
Arr AP2 block	Pemphigus Ab inh	LANA DNA inh	OPRM1-OPRD1 ag	Keap1 Nrf2 FP	OPRM1-OPRD1 inv	cardiac RTF act	Cardiac RTF inh	Wnt act	V-ATPase pH	compound
-13	/	-0.9	0.7	1	-3	1	-9	/	0	COCCn1c(C)cc(C(=O)CSc2nnc(-c3cccnc3)n2-c2ccccc2F)c1C
-6	107	-0.4	-1.5	0	9	1	14	-1	-1	COc1ccc(NC(=O)COC(=O)c2ccc(OCc3ccc(Cl)cc3Cl)c(OC)c2)c(OC)c1
8	101	0.6	-0.9	-1	5	2	-5	/	5	CC(C)CNC(=O)C(=O)NC1CCCC1
-9	106	0.6	0.7	-2	-5	-2	-1	4	-4	CC1CCN(C(=O)COc2coc(CN3CCc4ccccc43)cc2=O)CC1
8	103	-1.1	6.7	-4	-35	5	-7	-1	1	Cc1cc(C)n2nc(C(F)(F)F)c(-c3ccccc3)c2n1
0	103	4.0	-2.2	-2	10	-7	1	-2	5	O=C(Nc1ccccc1)C1CCCN1C(=O)Nc1ccccc1[N+](=O)[O-] (centres undefined)
